PTPN22 inh 2 = PTPN22 phosphatase inhibitors, primary screen, biochemical, DiFMUP fluorescence, 2 µM; recombinant LYP catalytic domain; hit rate 0.21% among 96,000; Tyrosine-protein phosphatase non-receptor type 22 (Homo sapiens), Q9Y2R2; inhibition, % at 2 µM;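 active means inhibition at 2 µM at or above a set limit, the screen mean plus 3 SD, cut at about 24% in these data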;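 further: 0% = DMSO with enzyme and 100% = enzyme fully blocked by orthovanadate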
LYP act = LYP phosphatase activators, primary screen, biochemical, DiFMUP fluorescence, 2 µM. Tyrosine-protein phosphatase non-receptor type 22 (Homo sapiens), Q9Y2R2. recombinant LYP; 0 = plate median, 100 = signal doubled. activation, % at 2 µM. hit rate 0.11% among 96,000. AID 697, 2007;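 active means activation at 2 µM above a set limit, the mean plus 5 SD, cut at about 37% in these data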
VCAM1 TNFa inh = inhibitors of TNFa-induced VCAM1 expression, primary screen, imaging, HUVEC, TNFa stimulus, immunofluorescence; inhibition, % at 2 µM; HUVEC TNFa-induced VCAM-1 immunofluorescence, high-content imaging; hit rate 0.48% among 95,000; AID 802, 2007;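 active means inhibition above the batch mean plus 3 SD, with images confirmed as a hit by eye, cut at about 37% in these data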;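 further: 0% = TNF-stimulated DMSO wells and 100% = unstimulated control wells; not every result past the cut was called active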
HUVEC tox TNFa = cytotoxicity in TNFa-stimulated HUVEC, primary screen, cytotoxicity control for VCAM1 expression modulator project, imaging, Hoechst nuclei count | HUVEC TNFalpha-stimulated, Hoechst cell count | cell count reduction, % at 2 µM | hit rate 0.17% among 93,000;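 active means cell count reduction exceeding the screen mean by over 5 SD, scaled to untreated wells per plate, cut at about 78% in these data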;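 further: cells counted after 24 h of TNF alpha exposure following the 1 h pretreatment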
FAK inh = FAK kinase inhibitors, primary screen, biochemical. AID 727, 2007. biochemical FAK kinase activity assay. hit rate 0.84% among 97,000. inhibition, %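 (tested at 7 µM)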; in the data active means inhibition above about 19%;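 further: 0% = DMSO and 100% = reference compound high control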
PTK2B oligo ant = antagonists of Pyk2 self-association, primary screen, Q293 cells, FERM NanoBiT luminescence, HTS; stronger effect = lower value; hit rate 0.83% among 99,000; z-score (the deposit names both 25 µM and 10 µM); Protein-tyrosine kinase 2-beta (Homo sapiens), Q14289;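 active means Z-score of -3 or lower, scaled per plate to the spread of control and sample wells; inactive means z-score above -3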;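 further: negative z-score means lost luminescence so less FERM oligomerization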
ERa SRC1 inh = ERα–SRC-1 coactivator interaction inhibitors, primary screen, biochemical, TR-FRET, ERα LBD, estradiol-bound. inhibition, % at 25.6 µM. Estrogen receptor (Homo sapiens), P03372. TR-FRET ER-alpha LBD / SRC-1 peptide. hit rate 1.7% among 86,000; in the data active means inhibition above about 50%;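 further: 0% = receptor plus peptide control and 100% = peptide only without receptor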
Target sequence (P03372 whole entry, looked up, the tested form may be a part): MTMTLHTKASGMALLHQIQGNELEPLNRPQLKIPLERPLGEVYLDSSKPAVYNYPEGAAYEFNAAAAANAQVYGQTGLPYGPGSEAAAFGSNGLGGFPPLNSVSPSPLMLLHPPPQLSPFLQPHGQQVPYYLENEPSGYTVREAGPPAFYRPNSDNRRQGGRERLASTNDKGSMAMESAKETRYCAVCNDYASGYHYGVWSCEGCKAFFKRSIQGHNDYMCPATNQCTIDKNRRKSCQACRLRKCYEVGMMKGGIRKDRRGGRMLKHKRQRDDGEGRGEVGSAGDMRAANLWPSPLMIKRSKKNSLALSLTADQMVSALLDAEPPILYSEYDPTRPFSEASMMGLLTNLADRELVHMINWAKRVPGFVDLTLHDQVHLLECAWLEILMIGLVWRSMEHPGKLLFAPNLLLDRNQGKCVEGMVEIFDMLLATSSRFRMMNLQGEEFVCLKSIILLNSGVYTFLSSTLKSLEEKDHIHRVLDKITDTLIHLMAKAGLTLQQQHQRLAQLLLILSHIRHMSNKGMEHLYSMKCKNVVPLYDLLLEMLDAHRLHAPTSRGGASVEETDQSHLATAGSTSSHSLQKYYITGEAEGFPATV
cytoskel mod = modifiers of F-actin cytoskeleton organization, primary screen, imaging, HUVEC, phalloidin staining, high-content imaging. inhibition, % at 2 µM. AID 836, 2007. hit rate 0.18% among 91,000. HUVEC TNFa F-actin phalloidin imaging;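 active means inhibition above the batch mean plus 3 SD and confirmed as a hit by visual image inspection, cut at about 30% in these data, passing the limit was not always enough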; further: strong numbers were not always called active
HUVEC tox IL1B = cytotoxicity in IL-1B stimulated HUVEC, primary screen, cytotoxicity control for IL-1B NFkB translocation project, imaging, Hoechst nuclear count, IL-1B stimulus; HUVEC cell count loss; cell count reduction, % at 2 µM; hit rate 0.41% among 94,000; AID 845, 2007;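 active means cell count reduction more than 3 SD above the screen-wide mean, cut at about 70% in these data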;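 further: normalized per plate to untreated control cells as the no-loss baseline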
An asterisk follows results filed as active; · = no result given; [ ] = dose if it differs, or a comment.

SMILES	PTPN22 inh 2	LYP act	VCAM1 TNFa inh	HUVEC tox TNFa	FAK inh	PTK2B oligo ant	ERa SRC1 inh	cytoskel mod	HUVEC tox IL1B
CCOc1ccc2[nH]c(=O)c(CN(CCO)Cc3nnnn3CCc3ccccc3)cc2c1	8	-8	19	-3	2	0.64	-2	10	·
Cc1ccc(S(=O)(=O)NCCCCCC(=O)NC(C)(C)CO)cc1	-2	2	16	-12	-2	-0.07	-2	30	-7
C=CCc1cccc2cc(C(=O)N3CCN(C(=O)OCC)CC3)c(=O)oc12	1	-6	-17	6	3	0.24	·	-15	-12
O=C(NCc1nc2ccccc2[nH]1)c1ccc(S(=O)(=O)N2CCOCC2)cc1	5	-6	-39	-69	-6	1.8	2	11	-21
Cc1nc(NCCCn2ccnc2)c2oc3ccccc3c2n1	-1	0	1	-12	10	-0.8	3	-12	5
NC(=O)C1(NC(=O)[C@@H]2CC3(CC(c4cccc(NC(=O)c5cc([N+](=O)[O-])cc([N+](=O)[O-])c5)c4)=NO3)CN2C(=O)c2ccccc2)CC1 (some centres not stated)	5	-2	-7	-5	6	·	·	-18	-8
COCCCNC(=O)Cn1nnc(-c2ccc(NC(=O)c3ccccc3F)cc2)n1	7	-7	6	-5	0	0.31	-12	-13	-13
Cn1c(=O)n(C)c2cc(/C=N/NC(=O)c3cccc(Br)c3)ccc21	10	-7	11	-17	-1	1.2	·	7	8
CCOC(=O)C(=O)/C(C#N)=C/Nc1ccc(Cl)cc1	0	2	1	-11	0	-0.42	6	·	14
CCOC(Cn1c(CCCO)nc2ccccc21)OCC	8	-7	7	4	0	1.5	0	-12	0
Cc1c(C(=O)OCC(=O)N2CC(C)OC(C)C2)oc2ccc(Br)cc12 (configuration not stated)	3	-4	-9	-35	-2	3.2	-9	9	-22
CC(=O)N1CCN(S(=O)(=O)c2ccc(S(=O)(=O)NCC(C)C)cc2)CC1	-8	12	16	-9	-11	1.3	-4	16	-10
Cc1[nH]n2c(=O)c3c(nc2c1-c1cccc2ccccc12)CCC3	2	3	26	10	2	-0.95	-6	0	0
O=C(c1cnc2n(c1=O)CCS2)N1CCN(c2ccc([N+](=O)[O-])cc2)CC1	6	-9	7	-20	-8	·	-7	11	-4
CC(C)CNC(=O)c1cc(-c2ccco2)on1	8	-10	2	-10	1	-0.31	-4	-6	-6
Cc1ccc(CCNS(=O)(=O)c2ccc(C)cc2)cc1	8	-11	-3	-16	4	-0.21	-8	-21	·
O=C(COc1ccc(S(=O)(=O)NCc2ccccc2)cc1Cl)NCC1CCCO1 (configuration not stated)	-3	5	13	-29	-1	0.43	8[fluorescence artefact?]	11	21
Cc1cccc(N2CCN(C(=O)c3ccc(CS(=O)(=O)c4ccccc4C)o3)CC2C)c1 (configuration not stated)	-16	13	15	48	3	-1.4	0	-46	7
O=C(CN1C(=O)C2CC=CCC2C1=O)OCCN1C(=O)c2ccccc2C1=O (configuration not stated)	-2	1	-10	6	10	0.52	-5	-22	70
Cc1ccc(C(=O)SC2=NCCS2)cc1	-20	14	9	-10	-1	-1.5	-10	-1	-5
O=C(Nc1ccccc1C(=O)NC1CCCCC1)c1ccco1	-7	6	-2	·	0	1.5	12	7	-10
CCCCC1(C)NC(=O)N(CC(=O)Nc2ccc(S(=O)(=O)N3CCOCC3)cc2)C1=O (configuration not stated)	-1	1	12	-11	-2	0.48	11	24	-14
O=C(CSc1nnc(-c2cccnc2)n1Cc1ccco1)N1c2ccccc2Sc2ccccc21	8	-9	·	·	-2	-1.1	4	37	0
CCN(CC)c1ncnc2scc(C3COc4ccccc4O3)c12 (configuration not stated)	5	-2	8	-17	1	-1	-2	18	-18
CC(Nc1cc(N2CCCC2)ccc1[N+](=O)[O-])c1ccccc1 (configuration not stated)	9	-5	-20	-25	5	-0.9	·	-1	25
COCc1cc(C)nc(OCC(=O)N/N=C\c2cc(C)n(-c3cccc(C(F)(F)F)c3)c2C)c1C#N	-1	0	0	6	0	0.47	·	4	24
CCn1c(Cn2nnc(-c3ccccc3)n2)nnc1SCC(=O)Nc1ccc(C(C)=O)cc1	-6	5	-6	-28	0	1.7	32[fluorescence artefact?]	-9	-9
COc1ccc(N2CCN(S(=O)(=O)Cc3ccccc3)CC2)cc1	10	-9	0	16	0	-0.03	-5	-10	-7
CCOc1ccccc1NC(=O)CSc1nnnn1Cc1ccccc1	4	-2	-11	5	1	-0.67	-4[fluorescence artefact?]	5	-42
COc1cc(C2c3c(oc4ccccc4c3=O)C(=O)N2Cc2ccncc2)ccc1O (configuration not stated)	-4	5	-11	8	1	1.1	4	21	-21
COCCNC(=O)c1cc(-c2cccc(OC)c2)on1	14	-15	10	39	-1	-0.25	·	-1	15
Cc1ccc(N(CC(O)Cn2c3ccccc3c3ccccc32)S(C)(=O)=O)c(C)c1 (configuration not stated)	-8	5	16	2	2	-0.48	3	-9	·
CCOc1ccc(-n2cc(C(=O)Nc3ccc(Cl)cn3)c3cc(OC)c(OC)cc3c2=O)cc1	-5	6	-4	-25	-4	0.77	27	·	-13
Cc1ccc(Oc2ccc(NC(=O)Cn3ccsc3=N)cc2)cc1	-3	5	27	-12	4	0.31	·	2	-20
CCCCC(=O)OCC(=O)Nc1ccc(OC(F)F)cc1	-9	7	-3	1	2	-0.5	0[fluorescence artefact?]	-6	3
COc1ccc(NC(=O)NC2CCN(C(C)C)CC2)c(OC)c1	-3	0	0	6	0	-0.37	-9[fluorescence artefact?]	-1	-7
Cc1cc(-c2c(C)n([O-])c(C)c(C)[n+]2=O)ccc1F	-7	4	7	10	-2	2.1	1	-38	-16
CCOC(=O)C1=C(C)NC(C)=C(C(=O)OCC)C1C(=O)OCC(=O)N1CCC(C)CC1	-4	2	18	10	4	-0.07	-10	-2	17
N#CC1=C(N)Oc2n[nH]c(-c3ccccc3)c2C1c1ccncc1 (configuration not stated)	4	-5	4	-7	-4	-1.4	-16	35	14
Cc1cc(C(F)(F)F)nn1CC(=O)NNC(=S)Nc1ccc(F)cc1	1	-2	-3	-38	2	0.1	·	11	-15
Cc1cc(Nc2c(C)n(C)n(-c3ccccc3)c2=O)n2c(nc3ccccc32)c1C#N	-7	4	10	-53	-4	1.9	-2	11	-36
O=C(NC1CCCCCC1)C1c2ccccc2C(=O)N1CCCN1CCOCC1 (configuration not stated)	-1	1	4	-37	-1	1	-7	4	8
CCCCNC(=O)OC1CCS(=O)(=O)C1 (configuration not stated)	1	-2	8	-28	0	0.18	0	8	8
Cc1ccc(C2C(=O)N(C3CCCC3)CC(=O)N2CC2COc3ccccc3O2)cc1 (configuration not stated)	9	-10	-11	-22	2	-1.5	-3	-6	-13
COc1ccc(C(=O)COC(=O)CNC(=O)C2CCCCC2)c(OC)c1	0	-3	-2	-24	-2	1.2	24	-2	8
CCCC(=O)O[C@H]1C[C@@H](C)N(C(=O)c2ccccc2)c2ccc(C)cc21	10	-10	-9	-11	0	-1.1	-7	8	17
CC(NC(=O)c1ccco1)C(c1cccs1)N1CCN(c2ccc(F)cc2)CC1 (configuration not stated)	7	-4	9	11	-1	0.22	-10	-9	13
Oc1ccc2ccccc2c1C=Nc1ccccc1-c1nc2ccccc2[nH]1	3	-7	-9	-23	5	-1.6	·	12	-13

Ordered by heavy-atom count (largest number first): 3 of the compounds above.
SMILES	PTPN22 inh 2	LYP act	VCAM1 TNFa inh	HUVEC tox TNFa	FAK inh	PTK2B oligo ant	ERa SRC1 inh	cytoskel mod	HUVEC tox IL1B
CCOC(=O)C1=C(C)NC(C)=C(C(=O)OCC)C1C(=O)OCC(=O)N1CCC(C)CC1	-4	2	18	10	4	-0.07	-10	-2	17
Cc1cc(C(F)(F)F)nn1CC(=O)NNC(=S)Nc1ccc(F)cc1	1	-2	-3	-38	2	0.1	·	11	-15
N#CC1=C(N)Oc2n[nH]c(-c3ccccc3)c2C1c1ccncc1 (configuration not stated)	4	-5	4	-7	-4	-1.4	-16	35	14

Carrying on:
SMILES	PTPN22 inh 2	LYP act	VCAM1 TNFa inh	HUVEC tox TNFa	FAK inh	PTK2B oligo ant	ERa SRC1 inh	cytoskel mod	HUVEC tox IL1B
Cc1ccc(C)n1-c1ccc(-n2cnnn2)cc1	-4	0	26	4	0	1.9	30	-9	0
CCN(C)c1ccc(/C=N\n2nnnc2N)cc1	8	-4	2	2	-1	0.75	·	-18	-7
CC(C)CC(=O)N1CCN(c2ccc([N+](=O)[O-])c(NCc3ccccc3)c2)CC1	2	5	16	-40	0	-2.7	·	12	-5
CCc1cc2c(=O)n(-c3ccc(C)cc3)cnc2s1	-4	4	24	13	-3	-0.54	-15	-12	24
CC1CCc2c(sc(NC(=O)CSc3ncnc4c3cnn4-c3ccccc3Cl)c2C#N)C1 (configuration not stated)	11	-10	-12	-2	2	1.8	-4	-12	-6
Cc1cccc(-n2c(SCC(=O)N3CCCC3)nc3n[nH]c(C)c3c2=N)c1	-4	2	13	-12	9	-0.25	-3	2	·
COC(=O)Nc1ccc(=O)n(Cc2c(Cl)cccc2Cl)c1	1	2	10	-3	-2	1.1	·	1	-54
O=C(NCCCCNC(=O)C1CCCC1)C1CCCC1	-3	3	16	10	0	-0.13	-11	2	-16
Cn1ccnc1SCC(=O)Nc1sccc1C#N	-2	2	8	-18	10	-0.27	67*[fluorescence artefact?]	4	20
Cc1ccccc1C(=O)c1cccn1CC(=O)NCc1ccc2c(c1)OCO2	-4	4	-9	-12	-1	-0.6	19	-2	0
COc1ccc(OC)c(CN2CCN(C(=O)c3cccs3)CC2)c1	-1	2	-1	-28	2	-0.53	0	3	2
COc1ccc(C(=O)Nc2ccc(Cl)cn2)cc1Cl	2	-2	11	-38	2	-1.4	1	31	-17
CC1(c2ccco2)NC(=O)NC1=O (configuration not stated)	-11	12	14	-30	0	-0.03	-10	4	24
O=C(COc1ncnc2ccc(Br)cc12)Nc1ccc(N2CCOCC2)cc1	-4	3	8	-15	0	-0.26	7	0	3
Cc1cc(O)c(NC(=O)c2ccco2)cc1C	-1	-2	12	-12	1	-0.48	-3	4	-5
CC1(C)CC(=O)c2cc(OCC(=O)NCCCN3CCN(c4ccc(F)cc4)CC3)ccc2O1	-4	2	-3	-25	5	-0.2	-1	48*	11
Cc1nc(NC(=O)/C=C/c2ccccc2)sc1C(=O)Nc1ccc(Cl)cc1	-4	7	3	4	-8	-0.56	·	6	-22
O=c1ncn(-c2ccccc2F)c2ncccc12	3	-1	5	-2	1	0.65	·	-3	-44
CCOC(=O)N1CCN(Cc2cn3ccccc3n2)CC1	-2	4	-10	·	1	0.9	-2	16	8
COC(=O)Cn1c(=N)n(CCN2CCCCC2)c2ccccc21	-2	1	-7	-6	3	1	-7	5	2
CC1(C)OC(=O)N(c2ccccc2)C12C=Cc1cc(Br)ccc1O2 (configuration not stated)	-7	3	1	-27	2	-0.65	6	·	2
Clc1cccc(-c2nnc(SCc3nc4ccccc4[nH]3)n2Cc2ccco2)c1	4	-6	-14	-7	-5	0.64	2[fluorescence artefact?]	28	-15
CC(c1nnc(SCC(=O)N2CC(=O)Nc3ccccc32)n1Cc1ccccc1)N(C)C (configuration not stated)	5	-2	-18	-8	0	-0.27	6	10	-14
O=C(CS(=O)(=O)Cc1ccccc1)N1CCN(C(=O)c2ccco2)CC1	-12	10	-4	5	0	0.2	-18	-17	-22
Cc1ccc(Nc2c([N+](=O)[O-])ccc3c2=NC2(CCCCC2)N=3)cc1	3	-1	-15	12	-6	-2	·	10	-44

Screening data: PubChem BioAssay, several laboratories
